Bioassay records as filed in PubChem BioAssay.
GSIS activator – GLuc luminescence reporter in INS-1E cells, primary screen for activators of glucose-dependent secretion of insulin. INS-1E GLuc reporter insulin secretion, 2-3 h. activation, % at 16.6 µM. hit rate 0.61% among 370,000. AID 743287, 2014;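 active means lowest replicate activation of at least 40%, so every replicate reaches that level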;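 further: 0% = median of neutral control wells and 100% = median of IBMX positive control wells; some compounds called inactive have numbers as strong as hits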
EWS-Fli inh – EWS/Fli-driven NR0B1 reporter inhibitors, primary screen, A673 cells, NR0B1 luciferase, luminescence, MLPCN library; viability-normalised; inhibition, % at 12.6 µM; hit rate 0.67% among 350,000; AID 651661, 2012;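 active means mean inhibition of at least 50% after viability correction, with every replicate also passing that limit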;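 further: firefly luciferase signal divided by Alamar Blue viability fluorescence both relative to DMSO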
CFTR F508del cor – F508del CFTR correction, initial screen, CFBE line, single point. CFBE cells, YFP halide quenching; stimulated with forskolin plus potentiator P3; % fluorescence drop versus neutral controls. activity (quench increase), % at 7.58 µM. hit rate 0.36% among 350,000. AID 720511, 2013;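 active means mean added fluorescence quench of at least 8% versus neutral control, with both replicates also reaching 8%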;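 further: cells transiently co-express mutant CFTR-F508del with the halide-sensitive YFP; corrector assay measuring rescue of mutant channel to the surface after 24 h compound exposure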
PAX8 reporter – inhibitors of PAX8-driven TPO luciferase reporter, primary screen, RMG-I cells, single concentration | SteadyGlo, 24 h | inhibition, % at 12.6 µM | hit rate 1.2% among 360,000 | AID 652154, 2013;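 active means mean replicate inhibition at least 60% with every replicate also reaching 60%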;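 further: luciferase light reporting Pax8 driven TPO promoter activity; plate controls were median of neutral control wells for no effect and mitoxantrone controls for full effect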
FN deposit inh – inhibitors of fibronectin matrix deposition, primary screen, AH1F cells, Alexa488-fibronectin fluorescence, plate reader; AH1F fibroblasts, overnight; inhibition, % at 12.6 µM; hit rate 0.086% among 350,000;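 active means mean inhibition across replicates of 30% or more, regardless of how many single replicates reach that level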;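 further: positive control wells lacked labelled fibronectin entirely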
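Schedule: 1 h cell adhesion before compound, then overnight fibronectin incubation; test system: AH1F fibroblast monolayer depositing Alexa488-labelled fibronectin into matrix; quantity: 10000 AH1F cells per well; probe or stimulus: fluorescent fibronectin at 24 nM final; signal: fluorescence, ex 485 nm, em 525 nm; evaluation: percent inhibition as loss of matrix-bound fibronectin fluorescence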
miR-122 sensor – miR-122 Renilla sensor signal increase in Huh7, primary screen, miR-122 inhibitor project, cell-based, single point, plate reader | Huh7 miR-122 Renilla luciferase sensor, 48 h; neutral wells = 0, positive control = 100 | hit rate 0.3% among 340,000 | AID 602342, 2012 | activation (reporter increase), % at 12.5 µM;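 active means mean replicate activation score at least 90 and every replicate individually at or above 90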;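 further: higher luciferase means less miR-122 activity so hits act as miR-122 inhibitors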
DENV2 CPE rescue – inhibitors of DENV2 cytopathic effect, primary screen, cell-based, plate reader, single concentration; DENV2-infected cells, cytopathic effect rescue; CPE inhibition, % at 9.99 µM; hit rate 1.7% among 350,000; in the data active means CPE inhibition above about 20%, passing the limit was not always enough; tested in BHK-21 cells;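 further: 0% = median of neutral control wells and 100% = median of positive control wells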
Active calls of the source: *; [ ] = remark or other dose.

`CN(C)CC(=O)N[C@H]1C=C[C@H](CC(=O)NCCN2CCCCC2)O[C@@H]1CO` gave GSIS activator 30, EWS-Fli inh 8, CFTR F508del cor -0.3, PAX8 reporter 3, FN deposit inh 4 and DENV2 CPE rescue 0.
O=C(COC(=O)c1cncc(Br)c1)NCc1ccc(F)cc1 was read as GSIS activator -12, EWS-Fli inh 3, CFTR F508del cor -3.5, PAX8 reporter 1, FN deposit inh -18, miR-122 sensor -4 and DENV2 CPE rescue -2.
`CC(=O)N1[C@@H]2c3ccc(-c4cncnc4)c(=O)n3C[C@@H]2[C@@H](CO)[C@@H]1C(=O)NCc1ccccc1Cl` gave GSIS activator 2, EWS-Fli inh -10, PAX8 reporter -8, FN deposit inh -2 and DENV2 CPE rescue -1.
For CC(C)Oc1ccc(S(=O)(=O)N2CCCCC2)cc1NC(=O)C1CSC2(C)CCC(=O)N12 (stereo not drawn) the results were GSIS activator -30, EWS-Fli inh 14, CFTR F508del cor 0.1, PAX8 reporter 7, FN deposit inh -1 and DENV2 CPE rescue -2.
`CCOc1ccc(OCc2ccc(C(=O)N(CC)CC)cc2)cc1` gave GSIS activator -3, EWS-Fli inh -30, CFTR F508del cor -2.5, PAX8 reporter -109, FN deposit inh -4 and miR-122 sensor -17.
For CC(C)n1c(=S)[nH]c2cc(C(F)(F)F)ccc21 the results were EWS-Fli inh -1, CFTR F508del cor -2.7, PAX8 reporter -3, FN deposit inh 7, miR-122 sensor -4 and DENV2 CPE rescue -1.
For O=C(NC[C@@H]1CC[C@@H]2[C@@H](CN2Cc2cccc(Cl)c2)O1)C1CCC1 the results were EWS-Fli inh 12, CFTR F508del cor -3.5, PAX8 reporter -26 and DENV2 CPE rescue 17.
CCOC(=O)N1CCC2(CC1)C(C#N)=C(N)Oc1c2c(C)nn1-c1cccc(Cl)c1 was read as GSIS activator 2, EWS-Fli inh 1, CFTR F508del cor -0.4 and miR-122 sensor 1.
For CCS(=O)(=O)c1ccc2oc(SCC(=O)Nc3ccc(OC)cc3OC)nc2c1 the results were GSIS activator -3, EWS-Fli inh -5, CFTR F508del cor -4.4, PAX8 reporter -2, FN deposit inh 1 and DENV2 CPE rescue 10.
For C[C@@H]1CN([C@@H](C)CO)C(=O)c2cc(NS(=O)(=O)c3ccccc3)ccc2O[C@@H](C)CCCCO[C@@H]1CN(C)C(=O)c1ccncc1 the results were GSIS activator 6, EWS-Fli inh -21, CFTR F508del cor 1.4, PAX8 reporter -25, miR-122 sensor 2[16.7 µM] and DENV2 CPE rescue -1.
O=C(CC1CC1)N1[C@H](CO)[C@H](c2ccccc2)C12CN(Cc1cc(F)ccc1F)C2 was read as GSIS activator -12, EWS-Fli inh 4, CFTR F508del cor 4.9 and DENV2 CPE rescue -7.
CCOC(=O)/C(=N\Nc1ccc(Cl)cc1)Sc1nnc(-c2ccc(OC)cc2)n1C was read as GSIS activator -3, PAX8 reporter 4 and FN deposit inh -2.
Screening Cc1ccc(C2=NS(=O)(=O)N(C)C(C(=O)NCc3ccc4c(c3)OCO4)=C2)cc1 returned GSIS activator 9, EWS-Fli inh 5, CFTR F508del cor -0.6, PAX8 reporter 2, FN deposit inh 1 and DENV2 CPE rescue 16.
COc1ccc2c3c([nH]c2c1)[C@@H](CO)N(C(=O)c1ccccc1)CC31CN(C(=O)NC(C)C)C1 was read as GSIS activator 33, EWS-Fli inh 6, CFTR F508del cor 1.9 and DENV2 CPE rescue 16.
For CNC(=O)/C(C#N)=C/c1ccc(-c2ccccc2[N+](=O)[O-])o1 the results were GSIS activator -8, EWS-Fli inh 2, CFTR F508del cor -0.5, PAX8 reporter -42, FN deposit inh 1 and DENV2 CPE rescue 4.
Screening CS(=O)(=O)N(CC(=O)N1CCCCC1)Cc1ccc(Cl)cc1 returned GSIS activator 24, PAX8 reporter -2, FN deposit inh 3 and miR-122 sensor -3.
For CN(/N=C/c1cccnc1)c1cnc2ccccc2n1 the results were GSIS activator 5, EWS-Fli inh -41, CFTR F508del cor 0.3, PAX8 reporter -60, FN deposit inh 3 and DENV2 CPE rescue 3.
CCn1cnc2c1c(=O)n(CC(=O)OC)c(=O)n2Cc1ccccc1 was read as GSIS activator 32, EWS-Fli inh -2, CFTR F508del cor -4.1, PAX8 reporter 20, FN deposit inh 2, miR-122 sensor -2 and DENV2 CPE rescue 8.
Screening Cc1c(C(=O)N2CCC(C)CC2)sc2ncnc(N(C)c3ccccc3)c12 returned GSIS activator -12, FN deposit inh 2 and miR-122 sensor -3.
For CCCNC(=O)C[C@@H]1CC[C@@H]2[C@H](COc3ccc(NC(=O)Nc4cccc(C)c4)cc3C(=O)N2C)O1 the results were GSIS activator 6, EWS-Fli inh -8, CFTR F508del cor -0.8, PAX8 reporter 25, FN deposit inh -3, miR-122 sensor -17[16.7 µM] and DENV2 CPE rescue 0.
Screening CC(C)CNC(=O)CN1C(=O)NC2(CCCc3ccccc32)C1=O (stereo not drawn) returned GSIS activator -2, EWS-Fli inh -4, CFTR F508del cor 2.2, PAX8 reporter 12, FN deposit inh 5, miR-122 sensor -2 and DENV2 CPE rescue -2.
Screening CC(=O)Nc1ccc(OCC(=O)NCCc2ccc(Cl)cc2)cc1 returned GSIS activator -8, EWS-Fli inh -8, PAX8 reporter 7, FN deposit inh 2 and miR-122 sensor -3.
`C[C@H]1CN([C@@H](C)CO)C(=O)c2cc(C#Cc3cccc(F)c3)cnc2O[C@H]1CN(C)C(=O)c1ccccc1F` gave GSIS activator -15, EWS-Fli inh -12, CFTR F508del cor -1.1, FN deposit inh 8, miR-122 sensor 1[16.7 µM] and DENV2 CPE rescue 8.
`COc1cc(-c2coc3c(C(=O)NCc4ccncc4)cccc23)ccc1O` gave GSIS activator -4, EWS-Fli inh 28, CFTR F508del cor 0.5, PAX8 reporter -84, miR-122 sensor -11 and DENV2 CPE rescue 1.
Cc1c(C(=O)N(Cc2ccccc2)C2CCS(=O)(=O)C2)oc2ccccc12 (stereo not drawn) was read as GSIS activator -8, EWS-Fli inh 11, CFTR F508del cor 0.2, PAX8 reporter 0, FN deposit inh 6, miR-122 sensor -9 and DENV2 CPE rescue -7.
`CCCNc1c(NC(=O)c2ccc3c(c2)OCO3)c(=O)oc2ccccc12` gave GSIS activator -1, EWS-Fli inh -5, CFTR F508del cor -0.5, PAX8 reporter 0, FN deposit inh 7, miR-122 sensor 2 and DENV2 CPE rescue -3.
Cc1ccc(CN2CCSc3ccc(C(=O)NCCCN4CCN(C)CC4)cc32)cc1 was read as GSIS activator 1, EWS-Fli inh 22, CFTR F508del cor 2.8, PAX8 reporter 0, FN deposit inh -13 and DENV2 CPE rescue 0.
Screening O=C(NCC1CC1)[C@@H]1[C@@H](CO)[C@@H]2Cn3c(ccc(-c4ccccc4)c3=O)[C@H]1N2C(=O)C1CC1 returned GSIS activator 2, EWS-Fli inh -7, CFTR F508del cor -0.6, PAX8 reporter -12 and miR-122 sensor -2[16.7 µM].
Screening COc1ccc(NC(=O)C2CCCN2C(=O)NC2CCCCC2)c(OC)c1 (stereo not drawn) returned GSIS activator 21, EWS-Fli inh 7, CFTR F508del cor 2.3, PAX8 reporter -1, FN deposit inh -10, miR-122 sensor 1 and DENV2 CPE rescue -2.
COc1ccc(-c2nc(CS(=O)(=O)CC(=O)NCc3cccc(F)c3)c(C)o2)cc1 was read as EWS-Fli inh 4, CFTR F508del cor -1.1, PAX8 reporter 6, FN deposit inh -1, miR-122 sensor 6 and DENV2 CPE rescue 9.

Four entries out of the list, arranged by SMILES length, low to high.
CCn1cnc2c1c(=O)n(CC(=O)OC)c(=O)n2Cc1ccccc1 was read as GSIS activator 32, EWS-Fli inh -2, CFTR F508del cor -4.1, PAX8 reporter 20, FN deposit inh 2, miR-122 sensor -2 and DENV2 CPE rescue 8.
For CCS(=O)(=O)c1ccc2oc(SCC(=O)Nc3ccc(OC)cc3OC)nc2c1 the results were GSIS activator -3, EWS-Fli inh -5, CFTR F508del cor -4.4, PAX8 reporter -2, FN deposit inh 1 and DENV2 CPE rescue 10.
Screening Cc1ccc(C2=NS(=O)(=O)N(C)C(C(=O)NCc3ccc4c(c3)OCO4)=C2)cc1 returned GSIS activator 9, EWS-Fli inh 5, CFTR F508del cor -0.6, PAX8 reporter 2, FN deposit inh 1 and DENV2 CPE rescue 16.
COc1ccc2c3c([nH]c2c1)[C@@H](CO)N(C(=O)c1ccccc1)CC31CN(C(=O)NC(C)C)C1 was read as GSIS activator 33, EWS-Fli inh 6, CFTR F508del cor 1.9 and DENV2 CPE rescue 16.

Remaining list, next part.
`COCCNC(=S)N1CCc2cc(OC)c(OC)cc2C1COc1cc(C)cc(C)c1` (stereo not drawn) gave GSIS activator 20, EWS-Fli inh 7, PAX8 reporter -10, FN deposit inh -1 and DENV2 CPE rescue -1.
For CO[C@@H]1CC[C@@H]2CCN(C)C(=O)[C@H](C)[C@H](OC)CN(C)C(=O)c3cc(C#N)ccc3OC[C@H]1O2 the results were GSIS activator 15, EWS-Fli inh -1, CFTR F508del cor -1.3, PAX8 reporter -8, FN deposit inh -6 and DENV2 CPE rescue 2.
Screening O=C1C(Cl)=C(N2CCOCC2)C(=O)N1c1ccccc1Cl returned GSIS activator -14, EWS-Fli inh 16, CFTR F508del cor -1.6, miR-122 sensor 35 and DENV2 CPE rescue -2.
For CN1C(=O)Cc2cc(S(=O)(=O)Nc3ccc(Cl)cc3)ccc21 the results were GSIS activator 5, EWS-Fli inh 7, CFTR F508del cor -3.1, PAX8 reporter -9, FN deposit inh 2, miR-122 sensor 77 and DENV2 CPE rescue -1.
`O=C(COC(=O)Cc1c(Cl)cccc1Cl)NCc1ccccc1` gave GSIS activator -34, EWS-Fli inh 3, CFTR F508del cor 0.9, PAX8 reporter 3, FN deposit inh -5, miR-122 sensor -3 and DENV2 CPE rescue 4.
CCOC(=O)C1C(c2cccc(F)c2)NC(=S)NC1(O)C(F)(F)F (stereo not drawn) was read as GSIS activator 26, PAX8 reporter 5, FN deposit inh 1 and miR-122 sensor -5.
For COc1ccc(NC(=O)N(C)C[C@@H]2Oc3c(NC(=O)NC4CCCCC4)cccc3C(=O)N([C@@H](C)CO)C[C@@H]2C)cc1 the results were GSIS activator -3, CFTR F508del cor 0.4, PAX8 reporter 0, miR-122 sensor 3[16.7 µM] and DENV2 CPE rescue 18.
Cc1cc(C)c2sc(NNC(=O)c3ccc(S(=O)(=O)N4CCc5ccccc5C4)cc3)nc2c1 was read as EWS-Fli inh 54*, CFTR F508del cor 3.5, PAX8 reporter 99*, FN deposit inh 10 and DENV2 CPE rescue -1.
Screening CCCN(c1nc(C)cc(OC)n1)S(=O)(=O)c1ccccc1 returned GSIS activator -38, EWS-Fli inh 9, CFTR F508del cor 0.0, miR-122 sensor 2 and DENV2 CPE rescue -3.
For CC1CN(CCOc2ccc(Cl)cc2Cl)CC(C)O1 (stereo not drawn) the results were GSIS activator 2, EWS-Fli inh -4, PAX8 reporter 2, FN deposit inh 1, miR-122 sensor -6 and DENV2 CPE rescue -6.
For O=S(=O)(Nc1ncccn1)c1ccccc1 the results were GSIS activator -6, EWS-Fli inh 0, CFTR F508del cor 5.2, PAX8 reporter -5, FN deposit inh 1 and DENV2 CPE rescue 8.
`COc1cccc(OC)c1NC(=O)C1CCCN1C(=O)NCc1ccccc1` (stereo not drawn) gave PAX8 reporter -1, FN deposit inh 1 and miR-122 sensor 3.
COCC(=O)Nc1cc(C(=O)Nc2cccc(C)c2C)ccc1Cl was read as GSIS activator 40, EWS-Fli inh -21, CFTR F508del cor -5.1, miR-122 sensor 0 and DENV2 CPE rescue 7.
